Assay outcomes: PubChem, National Center for Advancing Translational Sciences (NCATS)
Tb PYK inh = blocks Trypanosoma brucei pyruvate kinase; Q57TT1; TbPYK enzyme, Kinase-Glo Plus ATP luminescence, 45 min; Potency, µM (doses to about 76.8 µM), for inactives: at the highest dose activity, negative = inhibition, actives largely listed as inhibitors; 410,000 compounds, 0.12% hits; AID 624173; note: potency is the fitted concentration of half-maximal effect; % is set by controls: 0 for no effect and ±100 for the full control effect; nearly all actives have a fitted effect of over 50% in size
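Screened from lowest to highest concentration, compounds were pinned into TbPYK/substrate mixtures, and ADP (130 uM final) was added. Plates sat at room temperature for 45 min prior to Kinase-Glo Plus detection by luminescence.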
AmpC inh no detg = blocks E. coli AmpC beta-lactamase in detergent-free assay; P00811; 330,000 compounds, 0.52% hits; AmpC nitrocefin hydrolysis, absorbance 480 nm, 0.0001% Triton; Potency, µM (series often up to 57.1 µM), for the others: at the top dose activity change, negative = inhibition, actives largely listed as inhibitors;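 note: potency is the fitted concentration of half-maximal effect; plate controls were no compound for no effect and no enzyme for full effect; nearly all actives have a fitted effect of over 20% in size; some results filed as inactive show a strong effect at the top dose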
Target sequence (P00811 whole entry, looked up): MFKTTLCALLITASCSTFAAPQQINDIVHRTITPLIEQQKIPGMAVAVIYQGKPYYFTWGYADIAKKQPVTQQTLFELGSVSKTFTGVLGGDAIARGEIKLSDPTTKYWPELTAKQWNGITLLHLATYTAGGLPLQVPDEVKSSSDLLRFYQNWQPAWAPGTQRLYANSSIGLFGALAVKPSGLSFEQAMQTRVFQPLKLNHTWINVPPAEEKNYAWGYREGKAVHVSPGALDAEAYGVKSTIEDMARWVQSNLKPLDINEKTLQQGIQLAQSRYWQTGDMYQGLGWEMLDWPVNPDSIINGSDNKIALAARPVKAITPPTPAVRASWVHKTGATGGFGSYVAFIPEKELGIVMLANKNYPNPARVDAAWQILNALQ
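AmpC (5.3 nM in the dispensed reagent) in 20 mM phosphate pH 7.0 with 0.01% (detergent screen) or 0.0001% Triton X-100 was preincubated with compounds for 15 min at room temperature. Nitrocefin was then added from an 800 uM solution, and hydrolysis was followed at 480 nm.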
LmPK inhibitor = blocks Leishmania mexicana pyruvate kinase activity | Q27686 | purified LmPK, Kinase-Glo ATP luminescence, 1 h | Potency, µM (highest dose often 57.5 µM), for the others: top-dose activity change, negative = inhibition, actives largely listed as inhibitors | 290,000 compounds, 0.37% hits | AID 1721; note: potency is the fitted concentration of half-maximal effect; % is set by controls: 0 for no effect and ±100 for the full control effect
Target sequence (Q27686 whole entry, looked up): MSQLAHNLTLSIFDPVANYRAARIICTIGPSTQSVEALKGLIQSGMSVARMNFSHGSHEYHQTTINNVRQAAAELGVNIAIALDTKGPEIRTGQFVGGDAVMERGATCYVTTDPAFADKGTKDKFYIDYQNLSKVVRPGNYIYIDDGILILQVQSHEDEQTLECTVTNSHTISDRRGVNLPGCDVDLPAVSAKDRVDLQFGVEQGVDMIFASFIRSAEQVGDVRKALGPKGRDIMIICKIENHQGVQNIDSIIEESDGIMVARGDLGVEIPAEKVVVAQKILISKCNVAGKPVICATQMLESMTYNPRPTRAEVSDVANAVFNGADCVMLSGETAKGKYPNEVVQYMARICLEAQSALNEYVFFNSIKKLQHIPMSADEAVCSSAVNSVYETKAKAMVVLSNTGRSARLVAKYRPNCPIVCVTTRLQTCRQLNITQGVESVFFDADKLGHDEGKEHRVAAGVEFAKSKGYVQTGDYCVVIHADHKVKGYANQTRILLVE
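ATP generated from ADP (0.1 mM) and PEP (0.5 mM) by 0.1 nM LmPK over 1 h at room temperature (pH 7.2 imidazole buffer) was detected by coupled luciferase luminescence. Values were normalized to uninhibited and no-enzyme wells.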
Shiga toxin inh = inhibitors of Shiga toxin in Vero cells; AID 2315; 290,000 compounds, 9.2% hits; Vero cells, Shiga toxin protein synthesis inhibition reporter; inhibition, % at 38.7 µM; in the data active = inhibition mostly above about 28%, no sharp cut-off; inactive = mostly below about 43%; note: 0% is about no effect
Pf growth 48h = inhibits P. falciparum growth in the first generation, 48 h; P. falciparum luciferase growth in erythrocytes, 48 h; Potency, µM (series often up to 28.7 µM), for the others: at the highest dose activity change, negative = inhibition, hits mostly inhibitors; 310,000 compounds, 5.9% hits; AID 504832; note: potency is the fitted concentration of half-maximal effect; % is set by controls: 0 for no effect and ±100 for the full control effect
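Luciferase-expressing P. falciparum in infected erythrocytes (2% hematocrit, 0.1% parasitemia final) in RPMI 1640/0.5% Albumax were exposed to compound for 48 hours at 37 C, 5% CO2; growth read as luminescence.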
Pf growth 96h = inhibits malaria parasite growth, 96 h. P. falciparum luciferase reporter growth, 96 h. Potency, µM (titrated, usually from 28.7 µM), without a hit: at the top dose activity change, negative = inhibition, hits mostly inhibitors. 320,000 compounds, 6.9% hits; note: potency is the fitted concentration of half-maximal effect; % is set by controls: 0 for no effect and ±100 for the full control effect
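Two-generation exposure (96 h) targets delayed-death phenotype. Reporter parasites carrying integrated firefly luciferase, in red cells at 2% hematocrit and 0.05% parasitemia final, kept at 37 C, 5% CO2; luminescence loss indicates inhibition.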
Cycloheximide cs = counter-screen for Shiga toxin inhibitors: cycloheximide protein synthesis inhibition; 300,000 compounds, 12% hits; cell reporter, cycloheximide protein synthesis inhibition counterscreen; max response, %; AID 2314; in the data active = max response mostly above about 13%, no sharp cut-off; inactive = mostly below about 14%; note: read at 38.3 µM for the half of the compounds with a filed dose; 0% is about no effect
* = called active by the depositor; [ ] = another dose, or the depositor's remark. Unless noted, calls come from the whole dose curve; as a rule, active = well fitted curve in the direction sought with a large enough effect; inconclusive = small, poorly fitted or top-dose-only effect, or another doubt; inactive = no such curve, though single readings can be large; an effect the other way counts as inactive or inconclusive.

Results for CCCCOC(=O)C1=C(C)Nc2nnnn2C1c1ccc(OC)c(OC)c1OC (stereo not drawn) ?
AmpC inh no detg: 16.2%; LmPK inhibitor: 4.5%; Shiga toxin inh: -28.8; Pf growth 48h: -7.2%; Pf growth 96h: inconclusive; Cycloheximide cs: -2.0

What do the screens show for `COc1ccc(-c2nnc(SC(C)C(=O)NCc3ccc4c(c3)OCO4)n2Cc2ccco2)cc1` (stereo not drawn)?
Tb PYK inh: -14.1%; AmpC inh no detg: 15.6%; LmPK inhibitor: 1.4%; Shiga toxin inh: -20.4; Pf growth 96h: -1.7%; Cycloheximide cs: -1.4

What do the screens show for `O=C(Nc1ccc(Cl)cc1)N1CCSC1=NCc1ccccc1`?
Tb PYK inh: -4.4%; AmpC inh no detg: -27.4%; LmPK inhibitor: -1.7%; Shiga toxin inh: 24.5; Pf growth 48h: 7.2%; Pf growth 96h: -16.2%; Cycloheximide cs: 34.5

Results for CNC(=O)c1c(NC(=O)c2ccc(S(=O)(=O)N3CCCCC3)cc2)sc2c1CCN(C(C)C)C2 ?
Tb PYK inh: -0.8%; AmpC inh no detg: 175.1%[activator]; LmPK inhibitor: 3.3%; Shiga toxin inh: -8.1; Pf growth 48h: 10.4µM*; Pf growth 96h: 8.28µM*; Cycloheximide cs: -1.8

Results for CCCc1cc(=O)oc2cc(OCC(=O)NC(Cc3c[nH]c4ccc(O)cc34)C(=O)O)c(Cl)cc12 (stereo not drawn) ?
Tb PYK inh: -1.9%; AmpC inh no detg: -33.7%; LmPK inhibitor: -9.5%; Shiga toxin inh: -2.8; Pf growth 48h: -1.2%; Pf growth 96h: 134.9%[activator]; Cycloheximide cs: -0.3

How did CC(=O)c1sc(C(C)(C)C)cc1NC(=O)/C=C/C(=O)O do in these assays?
Tb PYK inh: -3.6%; AmpC inh no detg: -9.9%; LmPK inhibitor: 1.5%; Shiga toxin inh: 4.4; Pf growth 48h: inconclusive; Pf growth 96h: -6.8%; Cycloheximide cs: 1.9

What do the screens show for `CCN(C(=S)Nc1ccccc1F)C1CCCCC1`?
Tb PYK inh: 3.4%; AmpC inh no detg: -15.5%; LmPK inhibitor: -4.0%; Shiga toxin inh: 10.1; Pf growth 48h: inconclusive; Pf growth 96h: -19.9%; Cycloheximide cs: -1.5

What do the screens show for `O=C(Nc1ncccc1O)c1c(O)c2ccccc2[nH]c1=O`?
Tb PYK inh: -1.0%; AmpC inh no detg: -9.8%; LmPK inhibitor: 3.7%; Shiga toxin inh: 6.6; Pf growth 48h: 6.8%; Pf growth 96h: 0.0%; Cycloheximide cs: -2.6

Results for COc1cc(/C=N/NC(=O)c2ccncc2)cc(OC)c1OC ?
Tb PYK inh: -6.1%; AmpC inh no detg: -11.9%; LmPK inhibitor: -2.1%; Pf growth 48h: 27.4%; Pf growth 96h: 37.0%[activator]; Cycloheximide cs: 0.9

Results for C(=N\Nc1nc2ccccc2[nH]1)/c1c[nH]c2ccccc12 ?
Tb PYK inh: -9.7%; AmpC inh no detg: -30.2%; LmPK inhibitor: -4.1%; Shiga toxin inh: 67.1*; Pf growth 48h: 0.657µM*; Pf growth 96h: 26.4%; Cycloheximide cs: 54.5*

What do the screens show for `O=C1NC(=O)N(C2CCCCC2)C(=O)C1C1c2ccccc2C(=O)N1Cc1ccccc1` (stereo not drawn)?
Tb PYK inh: -0.9%; AmpC inh no detg: -18.1%; LmPK inhibitor: -1.2%; Shiga toxin inh: -9.0; Pf growth 48h: -1.4%; Pf growth 96h: inconclusive; Cycloheximide cs: 1.9

How did O=C(Cn1cnc2ccccc2c1=O)NCCC(=O)N1CCN(Cc2ccccc2)CC1 do in these assays?
Tb PYK inh: -2.4%; AmpC inh no detg: 1.1%; LmPK inhibitor: -1.4%; Shiga toxin inh: -9.5; Pf growth 48h: -1.0%; Pf growth 96h: inconclusive; Cycloheximide cs: -1.2

How did O=C(Nc1ccc(Cn2cccn2)cc1)c1ccc(COc2ccccc2Br)cc1 do in these assays?
Tb PYK inh: 0.6%; AmpC inh no detg: -11.9%; LmPK inhibitor: -0.3%; Shiga toxin inh: 51.1; Pf growth 48h: -29.7%; Pf growth 96h: 11.7µM*; Cycloheximide cs: 12.6

Results for CC(C)NC(=O)Cn1cc(C(=O)C2CC2)c2ccccc21 ?
Tb PYK inh: 6.8%; AmpC inh no detg: -9.5%; LmPK inhibitor: -5.4%; Shiga toxin inh: -13.0; Pf growth 48h: 7.8%; Pf growth 96h: inconclusive; Cycloheximide cs: -2.7

What do the screens show for `O=C(c1ccccc1Cl)N1N=C(c2cccs2)CC1c1cccc(O)c1` (stereo not drawn)?
Tb PYK inh: 6.5%; AmpC inh no detg: -31.4%; LmPK inhibitor: 11.3%; Shiga toxin inh: -2.9; Pf growth 48h: inconclusive; Pf growth 96h: inconclusive; Cycloheximide cs: -1.8

What do the screens show for `CCOc1ccc(Oc2cc(NC(=O)c3ccco3)cc([N+](=O)[O-])c2)cc1`?
Tb PYK inh: 3.8%; AmpC inh no detg: -20.2%; LmPK inhibitor: 0.6%; Shiga toxin inh: 9.1; Pf growth 48h: 6.57µM*; Pf growth 96h: 1.65µM*; Cycloheximide cs: -2.4

Results for O=C(OCCN1CCCCC1)c1ccccc1Cl ?
Tb PYK inh: -2.2%; AmpC inh no detg: -12.1%; LmPK inhibitor: -0.8%; Shiga toxin inh: 37.3; Pf growth 48h: 3.3%; Cycloheximide cs: 29.2*

Results for O=C(Nc1cccc(C(=O)Nc2ccc(Br)cc2)c1)c1ccccc1 ?
Tb PYK inh: 5.3%; AmpC inh no detg: 31.6µM*; LmPK inhibitor: 6.4%; Shiga toxin inh: 24.9; Pf growth 48h: 11.1%; Pf growth 96h: 40.3%[activator]; Cycloheximide cs: 15.5*

What do the screens show for `Nn1c(SCC(=O)NC2CCCC2)nnc1-c1ccccc1F`?
Tb PYK inh: -8.5%; AmpC inh no detg: -10.7%; LmPK inhibitor: 2.5%; Shiga toxin inh: -5.1; Pf growth 48h: -10.4%; Pf growth 96h: inconclusive; Cycloheximide cs: -1.6

What do the screens show for `Cn1cccc1/C=N\NC(=O)C1COc2ccccc2O1` (stereo not drawn)?
Tb PYK inh: 1.3%; AmpC inh no detg: -4.7%; LmPK inhibitor: -1.0%; Shiga toxin inh: 14.4; Pf growth 48h: 25.8%; Pf growth 96h: 14.5%; Cycloheximide cs: 13.7

Continued; it opens with the 2 that closed the last part.
What do the screens show for `Nn1c(SCC(=O)NC2CCCC2)nnc1-c1ccccc1F`?
Tb PYK inh: -8.5%; AmpC inh no detg: -10.7%; LmPK inhibitor: 2.5%; Shiga toxin inh: -5.1; Pf growth 48h: -10.4%; Pf growth 96h: inconclusive; Cycloheximide cs: -1.6

What do the screens show for `Cn1cccc1/C=N\NC(=O)C1COc2ccccc2O1` (stereo not drawn)?
Tb PYK inh: 1.3%; AmpC inh no detg: -4.7%; LmPK inhibitor: -1.0%; Shiga toxin inh: 14.4; Pf growth 48h: 25.8%; Pf growth 96h: 14.5%; Cycloheximide cs: 13.7

How did CC1CCCCC1NC(=O)CN1C(=O)c2ccccc2S1(=O)=O (stereo not drawn) do in these assays?
Tb PYK inh: 2.7%; AmpC inh no detg: -0.8%; LmPK inhibitor: -10.4%; Shiga toxin inh: 19.1; Pf growth 48h: 31.6%[activator]; Pf growth 96h: -23.6%; Cycloheximide cs: 10.3

Results for CC(C)CC(NC(=O)OC(C)(C)C)C(=O)NCc1ccccc1 (stereo not drawn) ?
Tb PYK inh: -1.8%; AmpC inh no detg: 32.5%; LmPK inhibitor: 11.3%; Shiga toxin inh: 6.5; Pf growth 48h: inconclusive; Pf growth 96h: 84.5%[activator]; Cycloheximide cs: -0.9

Results for Cc1ccc(Oc2nc(-c3ccccc3)ncc2S(C)(=O)=O)cc1 ?
Tb PYK inh: 6.4%; AmpC inh no detg: -13.6%; LmPK inhibitor: -1.8%; Shiga toxin inh: -16.2; Pf growth 48h: 5.7%; Pf growth 96h: -4.6%; Cycloheximide cs: -2.0

What do the screens show for `O=C(CSc1nnc2scc(-c3ccccc3)n12)NCc1ccco1`?
Tb PYK inh: 0.1%; AmpC inh no detg: -24.1%; LmPK inhibitor: 6.0%; Shiga toxin inh: -7.7; Pf growth 48h: 6.0%; Pf growth 96h: inconclusive; Cycloheximide cs: -3.8

Results for O=C(c1ccc(F)cc1F)N1CCCc2ccccc21 ?
Tb PYK inh: -14.6%; AmpC inh no detg: -9.7%; LmPK inhibitor: 9.9%; Shiga toxin inh: -10.4; Pf growth 48h: -8.4%; Pf growth 96h: 26.2%; Cycloheximide cs: -0.5

What do the screens show for `N#Cc1ccccc1Cn1cc(C#N)c2ccccc21`?
Tb PYK inh: 5.5%; AmpC inh no detg: -22.5%; LmPK inhibitor: 1.3%; Shiga toxin inh: 8.5; Pf growth 48h: inconclusive; Pf growth 96h: -6.9%; Cycloheximide cs: -3.2

What do the screens show for `C/C(=N/NC(=O)c1nnn(-c2nonc2N)c1COc1ccccc1)c1ccccc1Cl`?
Tb PYK inh: 28.4%; AmpC inh no detg: -37.8%; LmPK inhibitor: 2.8%; Shiga toxin inh: -1.9; Pf growth 48h: 20.1%; Pf growth 96h: 63.5%[activator]; Cycloheximide cs: -3.4

How did O=C(O)COc1ccccc1/C=N/NC(=O)CSc1nnc(SCc2cccc3ccccc23)s1 do in these assays?
Tb PYK inh: -5.5%; AmpC inh no detg: 45.6%; LmPK inhibitor: 5.2%; Shiga toxin inh: 33.5; Pf growth 48h: 0.0%; Pf growth 96h: -28.8%; Cycloheximide cs: 9.3

How did CC1CCN(C(=O)/C(=C/c2ccccc2Cl)c2ccccc2)CC1 do in these assays?
Tb PYK inh: 0.8%; AmpC inh no detg: -6.7%; LmPK inhibitor: 0.6%; Shiga toxin inh: -1.8; Pf growth 48h: -66.1%; Pf growth 96h: inconclusive; Cycloheximide cs: -0.9

How did CCC(C)N(C(=O)COC(=O)COc1c(C)cc(C)cc1C)C1CCS(=O)(=O)C1 (stereo not drawn) do in these assays?
Tb PYK inh: 2.1%; AmpC inh no detg: 85.4%[activator]; Pf growth 48h: 32.5%[activator]; Pf growth 96h: 14.6%

What do the screens show for `Nc1nnc(CC(c2ccccc2)c2ccccc2)s1`?
Tb PYK inh: 5.6%; AmpC inh no detg: -16.9%; LmPK inhibitor: 1.7%; Shiga toxin inh: -10.7; Pf growth 48h: -3.2%; Cycloheximide cs: -2.9

Results for CC(C)=N/N=C(\N)SCc1ccccc1 ?
Tb PYK inh: -5.0%; AmpC inh no detg: -38.8%; LmPK inhibitor: -1.8%; Shiga toxin inh: 59.6; Pf growth 48h: 0.0%; Pf growth 96h: 51.2%[activator]; Cycloheximide cs: 18.6*

How did COc1cc(C(=O)NCCOc2cc(C)cc(C)c2)cc(OC)c1OC do in these assays?
Tb PYK inh: -12.1%; AmpC inh no detg: 37.5%; LmPK inhibitor: -0.1%; Shiga toxin inh: 85.4; Pf growth 48h: inconclusive; Pf growth 96h: 31.3%[activator]; Cycloheximide cs: 19.2
